TrxR1 substrate: substrates of rat thioredoxin reductase 1. purified TrxR1 substrate turnover, NADPH consumption readout. 390,000 tested, 0.01% active. Potency, µM (highest dose often 114 µM), for inactives: top-dose activity change, negative = substrate turnover; note: potency is the fitted concentration of half-maximal effect; % is set by controls: 0 for no effect and ±100 for the full control effect; nearly all actives have a fitted effect of over 50% in size
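Rat TrxR1, dispensed at 90 nM, was prereduced with 400 uM NADPH (final) for 5 min at ~22 deg C, then incubated with compound 15 min before 400 uM selenite. A first-read NADPH fluorescence drop versus no-compound background flagged substrates.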
GLS inh: blocks human kidney-isoform glutaminase activity. O94925. Potency, µM (doses to about 45.5 µM), for inactives: top-dose activity change, negative = inhibition, actives largely listed as inhibitors. GLS enzymatic activity, qHTS titration. 410,000 tested, 0.21% active. AID 624170; note: potency is the fitted concentration of half-maximal effect; % is set by controls: 0 for no effect and ±100 for the full control effect
Target sequence (O94925 whole entry, looked up, canonical isoform): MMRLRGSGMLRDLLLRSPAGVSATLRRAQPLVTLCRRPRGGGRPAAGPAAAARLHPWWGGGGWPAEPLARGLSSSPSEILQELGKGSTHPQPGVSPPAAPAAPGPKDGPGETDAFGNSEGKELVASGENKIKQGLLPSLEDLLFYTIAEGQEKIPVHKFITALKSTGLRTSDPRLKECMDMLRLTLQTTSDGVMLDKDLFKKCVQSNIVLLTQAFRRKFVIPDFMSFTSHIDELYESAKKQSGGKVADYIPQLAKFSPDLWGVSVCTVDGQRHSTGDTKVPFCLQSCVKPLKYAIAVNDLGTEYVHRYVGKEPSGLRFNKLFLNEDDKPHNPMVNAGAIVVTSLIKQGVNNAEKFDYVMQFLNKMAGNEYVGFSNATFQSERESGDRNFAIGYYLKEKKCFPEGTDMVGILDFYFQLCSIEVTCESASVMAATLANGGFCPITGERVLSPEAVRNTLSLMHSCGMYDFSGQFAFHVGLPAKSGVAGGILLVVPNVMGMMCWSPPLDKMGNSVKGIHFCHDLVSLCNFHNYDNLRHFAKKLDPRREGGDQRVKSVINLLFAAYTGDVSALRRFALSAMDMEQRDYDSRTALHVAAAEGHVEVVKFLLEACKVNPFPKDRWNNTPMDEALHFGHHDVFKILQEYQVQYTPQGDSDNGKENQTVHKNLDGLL
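hKGA; 45 mM KH2PO4 pH 8.2 + 0.02% Tween-20; cpd via pin tool; 1 mM Gln soln; GluOx/HRP/Amplex Red; RT 30 min; fluor. t0 & final.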
PGK inhibitor: blocks T. brucei phosphoglycerate kinase | 380,000 tested, 0.043% active | Potency, µM (titrated, usually from 57.5 µM), inactives show at the highest dose activity change, negative = inhibition, usual class: inhibitors | P07378 | PGK/GAPDH coupled, Kinase-Glo luminescence, 60 min; note: potency is the fitted concentration of half-maximal effect; % is set by controls: 0 for no effect and ±100 for the full control effect; nearly all actives have a fitted effect of over 60% in size
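Recombinant glycosomal PGK reaction used 1,3-bisphosphoglycerate generated in-well by GAPDH (100nM final) in 100mM TEA pH 7.6, 5mM MgCl2, 0.01% Tween-20. After 60 minutes at room temperature, ATP was read by Kinase-Glo Plus luminescence end-point.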
USP1 inh: USP1/UAF1 (human) deubiquitinase inhibition; O94782; recombinant USP1/UAF1, Ub-Rhodamine cleavage fluorescence; Potency, µM (doses to about 57.1 µM), for the others: at the top dose activity change, negative = inhibition, usual class: inhibitors; 390,000 tested, 0.23% active; AID 743255; note: potency is the fitted concentration of half-maximal effect; % is set by controls: 0 for no effect and ±100 for the full control effect; nearly all actives have a fitted effect of over 60% in size; inactives centre near -12
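Step one: compound is pinned into 1nM USP1/UAF1 in HEPES pH 7.8 buffer with TCEP. Step two: 15 min room-temperature incubation. Step three: Ub-Rho (150nM final) starts cleavage, tracked by fluorescence over six one-minute reads.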
HP1b binding inh: HP1-beta chromodomain-methylated histone interaction inhibition. P83916. AlphaScreen HP1-beta / biotin-H3K9me3 peptide binding. Potency, µM (top dose mostly 114 µM), for the others: at the top dose activity change, negative = inhibition, actives largely listed as inhibitors. 390,000 tested, 0.56% active. AID 540317; note: potency is the fitted concentration of half-maximal effect; nearly all actives have a fitted effect of over 70% in size; inactives centre near 23
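HP1-beta protein (50 nM final) preincubated 30 min at room temperature with biotinylated H3(1-18)K9me3 peptide (50 nM) in PBS pH 7.4, 0.01% Tween-20, then compound added for 30 min. AlphaScreen streptavidin donor/nickel chelate acceptor beads (10 ug/mL final), 30 min dark, luminescence read.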
rTrxR1 inhibitor: inhibitors of rat thioredoxin reductase 1; O89049; recombinant rTrxR1, NADPH fluorescence consumption, selenite substrate; Potency, µM (top dose mostly 114 µM), without a hit: at the highest dose activity change, negative = inhibition, actives largely listed as inhibitors; 390,000 tested, 1% active; AID 588453; note: potency is the fitted concentration of half-maximal effect; % is set by controls: 0 for no effect and ±100 for the full control effect; nearly all actives have a fitted effect of over 65% in size
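Rat TrxR1 (90 nM in the dispensed reagent) was pre-reduced with 400 uM NADPH for 5 min at room temperature, then incubated with compound for 15 min. After 400 uM selenite was added, NADPH fluorescence (Ex 340/Em 450 nm) was followed for 8 min.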
Pin1 inh: human Pin1 inhibition; Q13526; Pin1 FP peptide displacement, HiFluor488, 10 min; Potency, µM (doses to about 115 µM), for the others: at the top dose activity, negative = inhibition, hits mostly inhibitors; 390,000 tested, 0.009% active; active = well fitted inhibition curve with a large enough effect in the polarisation, with a control signal flat, not every such curve was filed as active; inconclusive = small, poorly fitted or top-dose-only effect, or effect the other way, or a change in a side signal; inactive = no such curve, though single readings can be large or run the other way; the % refers to the polarisation; note: potency is the fitted concentration of half-maximal effect; % is set by controls: 0 for no effect and ±100 for the full control effect
IDH1 R132H inh: human IDH1 R132H inhibition | AID 602179 | 390,000 tested, 0.093% active | O75874 | Potency, µM (doses to about 76.6 µM), for the others: top-dose activity change, negative = inhibition, usual class: inhibitors | IDH1-R132H enzyme, NADPH consumption, diaphorase/resazurin fluorescence; note: potency is the fitted concentration of half-maximal effect; % is set by controls: 0 for no effect and ±100 for the full control effect; nearly all actives have a fitted effect of over 65% in size
Target sequence (O75874 whole entry R132H, stated change not applied): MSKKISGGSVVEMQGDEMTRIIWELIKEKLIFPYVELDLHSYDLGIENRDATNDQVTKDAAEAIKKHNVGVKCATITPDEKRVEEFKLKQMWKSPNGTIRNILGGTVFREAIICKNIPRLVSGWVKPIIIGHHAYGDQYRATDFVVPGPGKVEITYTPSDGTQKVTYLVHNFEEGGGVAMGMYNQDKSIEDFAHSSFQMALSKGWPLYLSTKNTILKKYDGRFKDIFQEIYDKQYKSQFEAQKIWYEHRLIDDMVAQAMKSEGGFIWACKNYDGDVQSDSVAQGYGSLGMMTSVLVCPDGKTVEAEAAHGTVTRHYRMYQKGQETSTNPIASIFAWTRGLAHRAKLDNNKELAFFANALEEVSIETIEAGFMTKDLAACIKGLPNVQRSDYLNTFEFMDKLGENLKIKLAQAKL
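IDH1-R132H (0.5 ug/mL) preincubated 30 min with compound, then NADPH (0.016 mM) and alpha-KG (2 mM) added; 80 min at RT, pH 7.5. Remaining NADPH coupled via diaphorase/resazurin to fluorescence (540/590 nm); concentration-response curves normalized to no-enzyme control.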
PI4K2A block: PI4K2A (human) kinase inhibition; purified PI4K2A, ADP-Glo luminescence, 1 h; stronger effect = lower value; activity change, negative = inhibition, % at 76.9 µM; 420,000 tested, 0.13% active; AID 1346378; in the data active = activity change below about -50%; inconclusive = mostly about -30% to -49%;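 note: -100% = wells without enzyme as full effect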
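In this quantitative HTS, ADP production by PI4K2A was quantified luminescently after 1 h at ambient temperature; 100 microM adenosine served as plate-quality control.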
* hit, by the source's call; i = inactive; ? = inconclusive; . = not tested or not shown; & = joins results of further samples; [ ] = remark or other dose. Unless noted, calls come from the whole dose curve; as a rule, active = well fitted curve in the direction sought with a large enough effect; inconclusive = small, poorly fitted or top-dose-only effect, or another doubt; inactive = no such curve, though single readings can be large; an effect the other way counts as inactive or inconclusive.

Results follow in this order: TrxR1 substrate | GLS inh | PGK inhibitor | USP1 inh | HP1b binding inh | rTrxR1 inhibitor | Pin1 inh | IDH1 R132H inh | PI4K2A block
- COC(=O)C1=C(C)N(C(C)c2ccccc2)C(=O)/C1=C\c1ccco1 (centres undefined)
 : -8% | -5% | -5% | -18% | ? | 28µM* | 2% | -3% | -1
- COc1ccc(C#Cc2ccc3c(c2)O[C@H](CN(C)C(C)=O)[C@H](C)CN([C@@H](C)CO)S3(=O)=O)cc1
 : . | -1% | 0% | -22% | . | . | . | -1% | 2
- CCCCn1c(N)c(N(CC(C)C)C(=O)CSc2ccc([N+](=O)[O-])cc2)c(=O)[nH]c1=O
 : -9% | 1% | 7% | -12% | 9% | -19% | -1% | 0% | -3
- Cc1ccccc1Nc1c(-c2cccnc2)nc2ccc(Br)cn12
 : -2% | -5% | -2% | -22% | 26% | 1% | -4% | -1% | 0
- CC(=O)N(c1ccc(N(C(C)=O)S(=O)(=O)c2ccccc2)cc1)S(=O)(=O)c1ccccc1
 : 3%[0.457 µM] | -27% | -10% | -2% | 11% | 2% | 0% | 5% | 2
- COC(=O)N/N=C\c1ccccc1OC/C=C/c1ccccc1
 : -8% | 3% | -4% | -15% | 20% | 3% | -1% | -4% | -1
- CCOC(=O)c1cc(C)sc1/N=C/C1C(=O)CCCC1=O
 : -13% | 2% | -8% | -1% | 12% | -22% | 4% | 3% | 0
- O=C(NNC(=O)c1ccc(-c2ccccc2)cc1)Nc1ccc(F)cc1F
 : 4% | -8% | -9% | -20% | 37% | 34% | 13% | 10% | 2
- COc1cccc(C(=O)/C=C2\NCCc3cc(OC)c(OC)cc32)c1
 : 1%[57.1 µM] | -10% | -6% | -13% | -20% | 1%[57.1 µM] | 3% | -2% | -1
- O=C1C=CC(=O)N1N(c1ccccc1)c1ccccc1
 : -9% | 9% | -3% | -3% | ? | ? | 3% | 7% | 25
- O=C(N/N=C/C1CC2CCC1C2)c1c[nH]c2ccccc12 (centres undefined)
 : -4% | 9% | -2% | -4% | 45%[activator] | 6% | -5% | -2% | -1
- CC(=O)C1=C(c2ccc(Br)cc2)C(=O)c2ccccc2C1=O
 : -25% | 5% | -1% | -11% | 25µM* | 19% | 7% | 19% | 2
- O=C1Cc2cc(NS(=O)(=O)c3ccc(Cl)cc3)cc3c2N1CCC3
 : 0% | 16% | -6% | -20% | 16% | 5% | 1% | 4% | 2
- Cc1cccc(CCNc2nc3ccccc3n3nnnc23)c1
 : 9%[57.1 µM] | -1% | -9% | -15% | 49%[activator] | 8%[57.1 µM] | -4% | -1% | 1
- CCOc1ccc(CNC(=O)c2ccc3c(c2)nc2n3CCC(C)C2)cc1OC (centres undefined)
 : -2%[57.1 µM] | -9% | 12% | ? | 9%[57 µM] | 19%[57.1 µM] | 0% | 4% | -3
- COc1cc(C2c3c(n[nH]c3C)C(=O)N2c2ccc(Br)cc2)ccc1O (centres undefined)
 : 4% | 9% | 7% | 6% | 43%[activator] | 7.9µM* | 3% | 0% | -10
- Cc1ccc(N2CCN(C(=O)C3CCN(c4ncnc5c4nc4n5CCCCC4)CC3)CC2)c(C)c1
 : -1% | 7% | -4% | -10% | 27% | 0% | -1% | -10% | -1
- Nc1cccc2c1C(=O)N(C(=O)/C=C/c1cccc(F)c1)C2=O
 : 2% | -21% | -9% | -22% | 25% | 28µM* | ? | -2% | 23
- CCOc1ccc(NC(=O)NC2CCOC(C)(C)C2)cc1 (centres undefined)
 : 4% | 15% | -3% | -21% | 22% | 17% | 2% | 0% | 2
- O=C(COC(=O)c1ccc(Cl)c(S(=O)(=O)N2CCOCC2)c1)Nc1ccc2[nH]c(=O)[nH]c2c1
 : 1% | 2% | 1% | -12% | 15% | 3% | ? | -3% | 7
- CCC(=O)Nc1cccc(-c2cn3cccc(C)c3n2)c1
 : 16% | 3% | 3% | 1% | 47%[activator] | -4% | 4% | 2% | 0
- COc1cccc(-c2noc(C3CCCN(C(=O)c4ccc(F)cc4F)C3)n2)c1 (centres undefined)
 : -1% | -2% | 0% | -12% | 29% | 9% | -10% | 0% | -2
- COc1ccc(S(=O)(=O)N2CCN(Cc3ccccc3)CC2)cc1OC
 : -3% | -5% | -8% | -7% | 18% | 1% | 5% | -7% | -1
- COc1ccc(S(=O)(=O)n2nc(-c3ccc(Cl)cc3)cc2N)cc1OC
 : -2% | -7% | -4% | -15% | 32% | 17% | 1% | 17% | 6
- CCOC(=O)c1cn(CC)c2ccc(S(=O)(=O)N3CCC(C)CC3)cc2c1=O
 : -7% | -4% | -1% | 0% | 12% | 7% | -3% | 0% | -4
- O=C(O)c1cccc(N2C(=O)C3CC=C(Cl)CC3C2=O)c1 (centres undefined)
 : 6%[57.1 µM] | -1% | -29% | -6% | ? | 24%[57.1 µM] | -6% | 4% | -5
- COc1ccccc1NC(=O)CN1C(=O)CCS(=O)(=O)c2ccccc21
 : 3% | 7% | -1% | -13% | 47%[activator] | -8% | -8% | 1% | 5
- O=C(COc1ccc([N+](=O)[O-])cc1)N1CCN(c2nnc(-c3ccccc3)c3ccccc23)CC1
 : -4% | -4% | -4% | -7% | 20% | 18% | 18% | 3% | -6
- CCOC(=O)c1nn(-c2ccc(OCC)cc2)c(C)c1C(C)=O
 : 4% | 2% | 5% | -9% | 38% | 16% | -9% | 5% | -2
- O=C(/C=C/c1c(F)cccc1Cl)Nc1ncccn1
 : 3% | -6% | -12% | -12% | 23% | -3% | 22% | 4% | 1

2 entries picked at random from the list so far:
Results follow in this order: TrxR1 substrate | GLS inh | PGK inhibitor | USP1 inh | HP1b binding inh | rTrxR1 inhibitor | Pin1 inh | IDH1 R132H inh | PI4K2A block
- Cc1ccc(N2CCN(C(=O)C3CCN(c4ncnc5c4nc4n5CCCCC4)CC3)CC2)c(C)c1
 : -1% | 7% | -4% | -10% | 27% | 0% | -1% | -10% | -1
- CCC(=O)Nc1cccc(-c2cn3cccc(C)c3n2)c1
 : 16% | 3% | 3% | 1% | 47%[activator] | -4% | 4% | 2% | 0

(next part)
Results follow in this order: TrxR1 substrate | GLS inh | PGK inhibitor | USP1 inh | HP1b binding inh | rTrxR1 inhibitor | Pin1 inh | IDH1 R132H inh | PI4K2A block
- CC(C)(C)OC(=O)N1CCC(c2c(C(=O)N3CCN(C(=O)c4ccco4)CC3)cnn2-c2ccc(Cl)cc2)CC1
 : 3% | -12% | -8% | -11% | 39% | 18% | -2% | 16% | 0
- CCSc1nc(NCCN(C)C)c2c3c(sc2n1)COC(C)(CC)C3 (centres undefined)
 : 4% | 0% | -1% | ? | -2% | 13%[57.1 µM] | -2% | -8% | -2
- O=C(N/N=C/c1ccc(OC2CSC2)cc1)c1ccccc1
 : 9% | -1% | -2% | -7% | 19% | -6% | 6% | 3% | -2
- COC(=O)c1nnn(CC(=O)Nc2c(C)cccc2C)c1N
 : 2% | -4% | -6% | -24% | 8% | 25% | 0% | -20% | 3
- CC/C(=C(\c1ccccc1)c1ccc(OCCN(C)C)cc1)c1ccccc1
 : -5%[57.1 µM] | 14%&0%&9% | -22%&-17% | -32%&-22% | ? | ? | ? | -4%&-11% | 3&5&0&1
- CCN(C(=O)c1ccc(C(C)(C)C)cc1)c1nnc(Cn2nnc3ccccc32)s1
 : -11% | -5% | 5% | -13% | 41%[activator] | 18%[57.1 µM] | 2% | -4% | 5
- CCn1c(C(=O)N2CCC(C(=O)NCc3ccc(OC)cc3)CC2)cc2sccc21
 : -3% | 2% | -5% | -16% | 41%[activator] | 4% | -3% | -3% | 1
- C[C@@H](NC(=O)[C@@H]1Cc2ccccc2CN1C(=O)OC(C)(C)C)C(=O)NC1CCCC1
 : -8% | -13% | 2% | -9% | 3% | 5% | 0% | -9% | -1
- CCOc1ccc(Cn2c(CNS(=O)(=O)c3cccs3)nc3cccnc32)cc1
 : 5%[57.1 µM] | 5% | -9% | -7% | 28%[57 µM] | 19%[57.1 µM] | 4% | 20% | 1
- Cc1nc2sc3c(c2c(=N)n1N)CCCC3
 : -10% | -11% | -10% | -14% | 35% | -9% | 6% | 0% | -2
- CSc1ccccc1NC(=O)CN(C)C(=O)/C=C/c1ccccc1
 : 2% | 1% | -12% | -16% | 35% | 25% | 0% | 3% | -10
- O=C1c2cccc(NCCCNCCO)c2C(=O)c2cccc(NCCCNCCO)c21
 : 10%[57.1 µM] | 10% | -25% | ? | ? | -5%[11.4 µM] | -8% | 14% | -23
- CC(CCc1ccccc1)NC(=O)c1ccc(NC(=O)c2cccc(Br)c2)cc1 (centres undefined)
 : -1% | 0% | 2% | -16% | 17% | -14% | 1% | -1% | 2
- CCOC(=O)c1ccc(NC(=O)CSc2nnc(COc3ccccc3OC)n2C)cc1
 : 1% | -3% | i | -11% | 47%[activator] | 15% | 12% | 2% | 2
- CCCN(C1CCS(=O)(=O)C1)S(=O)(=O)c1ccc(F)cc1 (centres undefined)
 : 7% | 0% | -8% | -19% | -2% | 19% | -10% | 3% | -1
- COC(=O)C1C(=O)C=C(Nc2ccc(F)cc2F)CC1c1ccc(OC)cc1 (centres undefined)
 : 7%[57.1 µM] | -1% | -5% | -22% | -6% | -1%[57.1 µM] | -3% | -5% | 5
- CC(C)NC(=O)N1CCN(S(=O)(=O)c2ccc3c(ccn3C)c2)CC1
 : 3%[57.1 µM] | 8% | -7% | -10% | 22%[57 µM] | 13%[57.1 µM] | -7% | 5% | -1

Screens deposited in PubChem by National Center for Advancing Translational Sciences (NCATS).

Only part of the results is shown (hit frequency here may not be typical).
